AGP1 TOR yeast – yeast TOR pathway AGP1-GFP modulation; 0.02% of 320,000 active; S. cerevisiae AGP1-GFP multiplex flow cytometry, 3 h; GFP as percent of DMSO wells; GFP response vs DMSO, % at 10 µM;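 active = GFP response relative to DMSO above a set limit, near screen average plus 3 SD, cut at about 150% in these data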;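 note: median GFP channel fluorescence of the gated AGP1 strain per well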
proCasp7 act – counter-screen for procaspase-3 activators: activators of human procaspase-7; P55210; 0.093% of 330,000 active; recombinant procaspase-7, Ac-DEVD-pNA absorbance 405 nm; D23A/D198A/D206A triple mutant, cannot self-cleave; scale: DMSO 0, 5 µM enzyme 100; activation, % at 8.5 µM;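 active = percent activation above the screen-wide mean plus 3 SD, cut at about 25% in these data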
Target sequence (P55210 whole entry D23A/D198A/D206A): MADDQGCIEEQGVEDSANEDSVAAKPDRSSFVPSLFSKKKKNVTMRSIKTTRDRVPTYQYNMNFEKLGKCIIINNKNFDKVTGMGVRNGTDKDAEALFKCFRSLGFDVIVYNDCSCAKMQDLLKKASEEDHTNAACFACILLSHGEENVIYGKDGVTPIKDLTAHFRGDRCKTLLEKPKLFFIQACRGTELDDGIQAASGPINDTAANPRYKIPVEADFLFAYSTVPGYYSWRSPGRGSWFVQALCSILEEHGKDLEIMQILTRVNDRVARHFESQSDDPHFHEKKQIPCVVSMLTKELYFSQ
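Test system: Procaspase-7 triple mutant (PC-7 D3A). Also added: Ac-DEVD-pNA substrate, 400 µM as added. Schedule: 1 h enzyme–compound preincubation and 2 h substrate reaction, both 25 °C. Signal: p-Nitroaniline absorbance at 405 nm, read at 0 and 120 min. Control set: low DMSO alone, high DMSO plus 5 µM PC-7.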
AHR act – activates the human aryl hydrocarbon receptor; P35869; AHR-responsive luciferase reporter cells, luminescence; activation, % at 5 µM; 2.5% of 320,000 active; AID 2796; in the data active = activation above about 47%;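 note: 0% = vehicle wells and 100% = reference agonist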
CIT2-GFP yeast – modulators of TOR pathway CIT2-GFP in S. cerevisiae; AID 2029; S. cerevisiae CIT2-GFP strain, flow cytometry, 3 h; 100 means same as DMSO wells; GFP response vs DMSO, % at 10 µM; 0.065% of 320,000 active;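 active = GFP response relative to DMSO above a set limit, near the screen mean plus 3 SD, cut at about 150% in these data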;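 note: ratio of well median GFP fluorescence to mean of DMSO wells on the plate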
RPL19A-GFP yeast – modulators of TOR pathway RPL19A-GFP in S. cerevisiae. percent response vs DMSO, % at 10 µM. S. cerevisiae RPL19A-GFP strain, flow cytometry, 3 h; hits give low values. 0.3% of 330,000 active;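 active = percent response vs DMSO below 50%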;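 note: median channel GFP fluorescence of the barcoded RPL19A-GFP strain; ratio of sample median GFP to plate DMSO average so 100% = DMSO; lower means less RPL19A-GFP as with rapamycin TOR inhibition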
procasp3 activ – activates human procaspase-3. activation, % at 8.5 µM. 0.11% of 330,000 active. recombinant procaspase-3 D3A, Ac-DEVD-pNA absorbance 405 nm;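 active = activation above the mean of all tested compounds plus 3 SD, cut at about 21% in these data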;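 note: 0% = DMSO alone and 100% = DMSO wells spiked with extra 5 µM PC-3 D3A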
Target sequence (P42574 whole entry D9A/D28A/D175A): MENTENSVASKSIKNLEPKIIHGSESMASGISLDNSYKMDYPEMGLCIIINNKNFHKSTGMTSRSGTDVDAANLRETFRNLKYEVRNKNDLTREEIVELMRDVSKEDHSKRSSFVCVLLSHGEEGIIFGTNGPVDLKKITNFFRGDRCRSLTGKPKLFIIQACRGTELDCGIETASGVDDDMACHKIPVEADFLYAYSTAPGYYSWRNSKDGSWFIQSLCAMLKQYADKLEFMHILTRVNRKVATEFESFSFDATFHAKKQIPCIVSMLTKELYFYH
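Assay system: Procaspase-3 D3A mutant, all three cleavage aspartates alanine. Buffer or medium: Zinc-free HEPES saline buffer with Triton X-100. Times: 1 h compound preincubation, 2 h substrate hydrolysis at 25 °C. Measured by: 405 nm absorbance of p-nitroaniline, reads at 0 and 120 min. Read-out basis: percent activation relative to control range. Replicates: singlicate.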
MEP2-GFP yeast – alters MEP2-GFP fluorescence in TOR pathway yeast screen; GFP response vs DMSO, % at 10 µM; S. cerevisiae MEP2-GFP strain, flow cytometry GFP, 3 h; 100% = DMSO control level; 0.51% of 330,000 active;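 active = GFP response versus DMSO above a set limit, roughly screen mean plus 3 SD, cut at about 180% in these data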;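 note: median GFP fluorescence of the barcode-gated MEP2-GFP cells per well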
LAP4 TOR yeast – yeast TOR pathway LAP4-GFP modulation; GFP response vs DMSO, % at 10 µM; S. cerevisiae LAP4-GFP multiplex, flow cytometry GFP, 3 h; median GFP as percent of DMSO wells; 0.34% of 320,000 active;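 active = GFP response vs DMSO above a set limit, about the screen mean plus 3 SD, cut at about 150% in these data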
The depositor's hits bear a star; . = not tested or not shown; [ ] = dose if it differs, or a comment.

Short keys – A = AGP1 TOR yeast; B = proCasp7 act; C = AHR act; D = CIT2-GFP yeast; E = RPL19A-GFP yeast; F = procasp3 activ; G = MEP2-GFP yeast; H = LAP4 TOR yeast
smiles: Cc1cc(C)cc(OCc2nc3ncc(Br)cc3[nH]2)c1
  A: 102	B: 7	C: 69*	D: 86	E: 101	F: 9	G: 99	H: 109
smiles: Cc1ccc(S(=O)(=O)C2(C(=O)NC3CCCCC3)CC2)cc1
  A: 96	B: -5	C: 7	D: 84	E: 92	F: 9	G: 94	H: 96
smiles: O=C(CSCc1ccc(Cl)cc1Cl)Nc1nccs1
  A: 102	B: 5	C: -9	D: 102	E: 104	F: -2	G: 102	H: 98
smiles: Cc1c(C)n2c(SCC(=O)N3CCCCC3)nnc2[nH]c1=O
  A: 110	B: 7	C: -1	D: 85	E: 98	F: -9	G: 98	H: 104
smiles: Cc1ccc2[nH]c(=O)c(C3C(C#N)=C(N)Oc4c3ccc3cccnc43)cc2c1 (configuration not stated)
  A: 108	B: 0	C: 16	D: 99	E: 101	F: 9	G: 97	H: 103
smiles: COc1ccccc1-c1nc(SCC(=O)N2CCOCC2)n[nH]1
  A: 101	B: -3	C: 21	D: 100	E: 99	F: 8	G: 105	H: 97
smiles: Fc1ccc(Nc2nnns2)cc1
  A: 117	B: -13	C: 0	D: 96	E: 98	F: -5	G: 102	H: 116
smiles: CCN(CC)S(=O)(=O)c1cccc(NC(=O)/C=C/c2ccc([N+](=O)[O-])cc2)c1
  A: 92	B: 3	C: 7	D: 94	E: 93	F: 2	G: 113	H: 96
smiles: CCOc1ccc(NC(=O)CN(C)C(=O)CC2OC(=O)c3ccccc32)cc1OCC (configuration not stated)
  A: 106	B: 1	C: 1	D: 106	E: 97	F: 7	G: 97	H: 111
smiles: COc1ccc(C2=NOC(C(=O)Nc3cc(C)on3)C2)cc1 (configuration not stated)
  A: 101	B: 2	C: 2	D: 98	E: 96	F: 3	G: 101	H: 107
smiles: CC(=O)Nc1ccc(NC(=O)C(C)OC(=O)CCCOc2ccc(Cl)cc2C)cc1 (configuration not stated)
  A: 110	B: 10	C: 2	D: 106	E: 102	F: -6	G: 111	H: 107
smiles: CCCCn1c(N)c(N(CC(C)C)C(=O)Cc2ccc3c(c2)OCCO3)c(=O)[nH]c1=O
  A: 87	B: -1	C: -1	D: 83	E: 88	F: 0	G: 94	H: 90
smiles: O=C(CCCCCn1c(=S)[nH]c2cc3c(cc2c1=O)OCO3)N1CCN(c2ccc(F)cc2)CC1
  A: 104	B: 6	C: 1	D: 106	E: 103	F: 7	G: 103	H: 89
smiles: Fc1ccc2[nH]c3c(N4CCSCC4)ncnc3c2c1
  A: 102	B: 8	C: 59*	D: 96	E: 96	F: 0	G: 101	H: 96
smiles: COc1ccc(CNC(=O)C2COc3ccccc3O2)cc1 (configuration not stated)
  A: 106	B: 2	C: 35	D: 106	E: 105	F: 5	G: 108	H: 113
smiles: Cc1cc(NC(=O)CSc2nc3c(cc2C#N)CCCCC3)no1
  A: 95	B: 4	C: 3	D: 100	E: 96	F: -3	G: 99	H: 105
smiles: CCCCNS(=O)(=O)c1ccc2nc(-c3cccs3)cc(C(=O)NCC(OC)OC)c2c1
  A: 100	B: 5	C: 5	D: 96	E: 103	F: 0	G: 95	H: 95
smiles: Cn1c(Cc2ccccc2)nnc1SCC(=O)NC1CCCCC1
  A: 99	B: 1	C: 6	D: 95	E: 106	F: 5	G: 117	H: 103
smiles: OCC(Cc1ccccc1)Nc1c2ccccc2nc2ccccc12 (configuration not stated)
  A: 95	B: -7	C: 9	D: 89	E: 98	F: -7	G: 102	H: 93
smiles: COc1ccc(-c2[nH]ncc2/C=C(/C#N)C(=O)NC2CCCCCC2)cc1
  A: 106	B: 2	C: 14	D: 99	E: 99	F: 8	G: 105	H: 100
smiles: Cc1ccc(NC(=O)[C@@H]2CCCN2S(=O)(=O)c2ccccc2F)cc1
  A: 101	B: 2	C: 6	D: 90	E: 103	F: -7	G: 107	H: 99
smiles: COc1ccc(C(=O)CSc2nnc(-c3cccs3)n2-c2ccccc2)cc1
  A: 104	B: -6	C: 1	D: 97	E: .	F: -2	G: 94	H: 98
smiles: O=C(NC1CCCCCC1)C1c2ccccc2C(=O)N1Cc1cccs1 (configuration not stated)
  A: 104	B: -6	C: 0	D: 107	E: 107	F: -6	G: 104	H: 100
smiles: COC(=O)C1C(O)=C(C=Nc2ccc(N)cc2)C(=O)CC1(C)C (configuration not stated)
  A: 106	B: 36*	C: 3	D: 97	E: 104	F: 11	G: 99	H: 107
smiles: O=C(NCc1ccccc1Cl)C1CCCN(S(=O)(=O)c2cnc[nH]2)C1 (configuration not stated)
  A: 110	B: 6	C: -2	D: 105	E: 106	F: 4	G: 103	H: 99
smiles: CC(=O)N1CCN(Cc2nc3cc(Cl)ccc3c(=O)[nH]2)CC1
  A: 99	B: 1	C: -1	D: 102	E: 102	F: -6	G: 98	H: 100
smiles: NC(=O)NC(=O)C(OC(=O)CCNS(=O)(=O)c1ccccc1)c1ccccc1 (configuration not stated)
  A: 110	B: -1	C: -2	D: 115	E: 106	F: -11	G: 109	H: 103
smiles: COc1ccc(CNC(=O)CCc2nnc3ccc(N4CCC5(CC4)OCCO5)nn23)cc1
  A: 106	B: -2	C: 1	D: 108	E: 104	F: 5	G: 124	H: 110
smiles: COc1cc(NC(=S)NCCN2CCOCC2)cc(OC)c1
  A: 97	B: 2	C: 0	D: 96	E: 100	F: -1	G: 100	H: 92
smiles: O=S(=O)(NC1CCCC1)c1ccccc1Br
  A: 71	B: 3	C: -2	D: 107	E: 104	F: 4	G: 90	H: 118
smiles: COc1cccc(-n2cc(CNC(=O)C3CCC(=O)N(C4CC4)C3)cn2)c1 (configuration not stated)
  A: 99	B: 4	C: 1	D: 98	E: 99	F: 12	G: 95	H: 93
smiles: CC1=C(C)CC(C(=O)NNC(=O)c2ccccc2)C(C(=O)O)C1 (configuration not stated)
  A: 84	B: 3	C: 5	D: 84	E: .	F: 11	G: 100	H: 85
smiles: Brc1ccc(C2=CC(c3ccco3)n3nnnc3N2)cc1 (configuration not stated)
  A: 99	B: 5	C: 52*	D: 99	E: 103	F: -3	G: 95	H: 105
smiles: O=[N+]([O-])c1ccccc1NCc1ccccc1Cl
  A: 100	B: 3	C: 2	D: 94	E: 95	F: 9	G: 91	H: 105
smiles: Cc1ccc([C@@H]2[C@@H]3C(=O)N(c4ccccc4)C(=O)[C@@H]3[C@]3(Cc4ccccc4)C(=O)N(CC4CC4)CC(=O)N23)o1
  A: 70	B: 11	C: 5	D: 62	E: 89	F: 5	G: 94	H: 104
smiles: C[C@@H]1CC[C@]2(O[C@H](CCO)C[C@H](O)[C@H]2O)O1
  A: 77	B: 5	C: 1	D: 68	E: 92	F: 3	G: 92	H: 121
smiles: Cc1cc(C)cc(NC(=O)C2CCCN2C(=O)Oc2ccccc2)c1 (configuration not stated)
  A: 97	B: -7	C: -1	D: 97	E: 101	F: 8	G: 109	H: 97
smiles: Cc1noc(NS(=O)(=O)c2ccc(NC(=O)c3ccc(N4C(=O)c5ccccc5C4=O)cc3)cc2)c1C
  A: 99	B: -2	C: -2	D: 95	E: 101	F: 0	G: 103	H: 89
smiles: Cc1[nH]c2ccccc2c1/C=N/Nc1nc2ccccc2[nH]1
  A: 111	B: -11	C: 143*	D: 84	E: 99	F: -5	G: 106	H: 125
smiles: O=C(CN(Cc1ccccc1)S(=O)(=O)c1ccc(F)cc1)NCc1cccnc1
  A: 90	B: 3	C: 0	D: 96	E: 104	F: -5	G: 101	H: 80
smiles: CN(C)/C=N/c1cc(=O)n(Cc2ccccc2)c(=O)n1C
  A: 96	B: 3	C: -2	D: 94	E: 102	F: 4	G: 97	H: 110
smiles: CCn1cc(C(=O)NCc2ccc3c(c2)OCO3)c2cc(OC)c(OC)cc2c1=O
  A: 102	B: 9	C: 6	D: 102	E: 102	F: 4	G: 102	H: 103
smiles: Cc1cc(F)ccc1S(=O)(=O)N1CCCOC1CNC(=O)C(=O)NCCc1c[nH]c2ccccc12 (configuration not stated)
  A: 97	B: 4	C: 7	D: 100	E: 106	F: 2	G: 103	H: 94
smiles: O=C(Cc1cccs1)NNC(=S)NC(=O)c1ccccc1
  A: 134[may fluoresce green]	B: 2	C: 3	D: 83[may fluoresce green]	E: 94[may fluoresce green]	F: -1	G: 94	H: 136
smiles: Clc1ccccc1N1CCN(Cc2ccc(Br)o2)CC1
  A: 118	B: -13	C: 1	D: 110	E: 108	F: 1	G: 103	H: 112
smiles: CCCC(=O)NC(=S)Nc1ccccc1C(=O)OC
  A: 93	B: -12	C: 17	D: 93	E: 92	F: -7	G: 108	H: 93
smiles: CSc1sc(C(=O)NC(=O)NCc2ccncc2)c(C)c1-c1ccon1
  A: 103	B: -1	C: 12	D: 104	E: 93	F: 5	G: 88	H: 99
smiles: Cc1ccc(C(C)C)cc1C(=O)CC1(O)C(=O)N(C)c2ccccc21 (configuration not stated)
  A: 95	B: -9	C: 23	D: 90	E: 95	F: -1	G: 96	H: 93
smiles: CSc1nnc(C)c(=O)n1COC(=O)c1ccc(S(=O)(=O)N2CCCC2)cc1
  A: 107	B: 2	C: 3	D: 104	E: 104	F: 5	G: 101	H: 96
smiles: O=C1NC2(CCCCC2)C(=O)N1c1ccccc1
  A: 96	B: -1	C: 7	D: 89	E: 100	F: -8	G: 97	H: 95
smiles: CN(CC(=O)Nc1ccccc1Br)C(=O)COc1ccc2ccccc2c1
  A: 92	B: -1	C: 4	D: 89	E: 96	F: 9	G: 97	H: 102
smiles: COc1ccccc1-n1c(-c2cccnc2)n[nH]c1=S
  A: 104	B: -5	C: -2	D: 101	E: 103	F: -8	G: 102	H: 102
smiles: CC(C)(C)S(=O)(=O)/C(C#N)=N/Nc1ccc(S(N)(=O)=O)cc1
  A: 100	B: -2	C: -3	D: 99	E: 102	F: -4	G: 99	H: 100

Marked active in AHR act, of those listed so far:
canonical_smiles	AGP1 TOR yeast	AHR act	CIT2-GFP yeast	RPL19A-GFP yeast	procasp3 activ	MEP2-GFP yeast	LAP4 TOR yeast
Cc1cc(C)cc(OCc2nc3ncc(Br)cc3[nH]2)c1	102	69*	86	101	9	99	109
Fc1ccc2[nH]c3c(N4CCSCC4)ncnc3c2c1	102	59*	96	96	0	101	96
Brc1ccc(C2=CC(c3ccco3)n3nnnc3N2)cc1 (configuration not stated)	99	52*	99	103	-3	95	105
Cc1[nH]c2ccccc2c1/C=N/Nc1nc2ccccc2[nH]1	111	143*	84	99	-5	106	125

Source: PubChem BioAssay (several laboratories)
